High-throughput results: PubChem BioAssay, several laboratories
3CLpro inhibitor = SARS-CoV 3CLpro protease inhibition; P0C6X7; actives 0.14% (n = 290,000); recombinant SARS-CoV 3CLpro, quenched FRET peptide cleavage; inhibition, % at 6 µM; in the data active = inhibition above about 12%
BioA inh = BioA (M. tuberculosis) enzyme inhibition. actives 0.096% (n = 360,000). inhibition, % at 9.99 µM. purified M. tuberculosis BioA enzyme, plate reader; in the data active = inhibition above about 40%
GDH-TPI inh = inhibits GDH-TPI coupling enzymes, artifact for Mtb FBA screen. inhibition, % at 4.8 µM. actives 1.2% (n = 360,000). AID 588335. GDH-TPI coupled enzyme counterscreen, NADH absorbance; in the data active = inhibition above about 30%;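 note: 0% = DMSO wells and 100% = wells lacking the enzyme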
Vc quorum ag = inducers of Vibrio cholerae quorum light production without autoinducers; V. cholerae BH1578 lux reporter, luminescence, 6 h; AID 588436; activation, % at 18.7 µM; actives 0.16% (n = 350,000); in the data active = activation mostly above about 9.7%, no sharp cut-off; note: not every result past the cut was called active; inactives centre near 0; reference of the scale not given here
Mtb FBA inh = inhibitors of M. tuberculosis fructose-bisphosphate aldolase; AID 588726; P9WQA3; inhibition, % at 1 µM; purified M. tuberculosis FBA, fluorescence read-out; actives 2.3% (n = 360,000); in the data active = inhibition above about 27%;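 note: 0% = vehicle and 100% = reference inhibitor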
Target sequence (P9WQA3 whole entry, looked up): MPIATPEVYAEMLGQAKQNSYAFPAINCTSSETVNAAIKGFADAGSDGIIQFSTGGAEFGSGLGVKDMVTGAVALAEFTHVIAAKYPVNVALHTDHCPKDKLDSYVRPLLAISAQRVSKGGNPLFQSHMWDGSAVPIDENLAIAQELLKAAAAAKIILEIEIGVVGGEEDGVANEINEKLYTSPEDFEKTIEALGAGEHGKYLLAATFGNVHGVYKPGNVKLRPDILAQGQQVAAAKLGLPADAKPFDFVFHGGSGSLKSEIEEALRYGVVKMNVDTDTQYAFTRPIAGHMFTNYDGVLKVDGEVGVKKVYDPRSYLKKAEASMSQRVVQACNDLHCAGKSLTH
VHR inh abs = DUSP3 (human) phosphatase inhibition; AID 1654; actives 0.52% (n = 290,000); inhibition, % at 13.3 µM; recombinant VHR phosphatase, pNPP absorbance; P51452; in the data active = inhibition above about 50%; note: some compounds called inactive have numbers as strong as hits
Target sequence (P51452 whole entry, looked up): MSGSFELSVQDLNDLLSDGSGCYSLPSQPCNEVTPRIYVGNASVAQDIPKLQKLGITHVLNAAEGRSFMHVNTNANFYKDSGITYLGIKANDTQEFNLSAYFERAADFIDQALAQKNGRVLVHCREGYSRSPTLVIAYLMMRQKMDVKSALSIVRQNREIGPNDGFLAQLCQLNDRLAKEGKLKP
Rv3671c protease = inhibits the M. tuberculosis serine protease Rv3671c. actives 0.048% (n = 320,000). P9WHR9. inhibition, % at 5.96 µM; in the data active = inhibition above about 38%;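 note: extracellular domain of Rv3671c used as enzyme; 0% = enzyme with DMSO and 100% = no enzyme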
Target sequence (P9WHR9 whole entry, looked up, the tested form may be a part): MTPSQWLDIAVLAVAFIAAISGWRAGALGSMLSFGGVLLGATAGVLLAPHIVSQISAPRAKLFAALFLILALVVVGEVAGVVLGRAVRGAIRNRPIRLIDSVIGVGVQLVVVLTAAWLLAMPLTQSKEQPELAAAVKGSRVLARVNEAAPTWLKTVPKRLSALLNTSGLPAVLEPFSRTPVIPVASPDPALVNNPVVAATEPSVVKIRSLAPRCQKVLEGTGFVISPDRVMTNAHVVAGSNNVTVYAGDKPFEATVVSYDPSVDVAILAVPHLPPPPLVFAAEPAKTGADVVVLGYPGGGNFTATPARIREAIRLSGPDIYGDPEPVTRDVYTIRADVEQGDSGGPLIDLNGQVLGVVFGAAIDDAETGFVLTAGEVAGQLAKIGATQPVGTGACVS
MazEF act = activators of E. coli MazEF toxin-antitoxin RNase; P0AE70; FAM/BHQ RNA-DNA oligo cleavage fluorescence, 5 h; activation, % at 20 µM; actives 0.32% (n = 350,000); in the data active = activation above about 50%
Target sequence (P0AE70 whole entry, looked up): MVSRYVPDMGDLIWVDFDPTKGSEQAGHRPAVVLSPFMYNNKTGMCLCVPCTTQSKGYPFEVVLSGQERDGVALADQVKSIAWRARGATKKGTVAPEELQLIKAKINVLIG
Mtb UGM inh = blocks M. tuberculosis UGM enzyme; actives 0.06% (n = 320,000); inhibition, % at 10 µM; P9WIQ1; purified UGM, fluorescence polarization probe displacement; AID 504406; in the data active = inhibition above about 10%, passing the limit was not always enough
PriA SSB inh = K. pneumoniae PriA-SSBct interaction inhibition; AlphaScreen SSBct-PriA binding, biotinylated peptide; actives 0.6% (n = 430,000); AID 1272365; inhibition, % at 33 µM; in the data active = inhibition mostly above about 37%, no sharp cut-off; inactive = mostly below about 20%;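 note: plate controls were negative control peptide for no effect and reference peptide for full effect; strong numbers were not always called active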
Starred values were filed as active, the others as inactive; i = inactive; . = not tested or not shown. The list is partial; the hit share may differ from the screen's.

SMILES | 3CLpro inhibitor | BioA inh | GDH-TPI inh | Vc quorum ag | Mtb FBA inh | VHR inh abs | Rv3671c protease | MazEF act | Mtb UGM inh | PriA SSB inh
O=c1oc2ccccc2c(Nc2ccc3ccccc3c2)c1[N+](=O)[O-] | 4.9 | 7.9 | 5.7 | -0.2 | -2.5 | -3.2 | -14.0 | 1.4 | -3.3 | -1.9
Cc1ccc(-n2ncc3c2CCCC3NC(=O)CCC2=NNC(=O)CC2)cc1C (configuration not stated) | -2.7 | -0.1 | -1.4 | -1.0 | 1.9 | 16.3 | -0.4 | -3.7 | 1.8 | 1.6
O=c1[nH]c(SCc2c(Cl)cccc2Cl)nc2ccccc12 | -0.9 | . | 11.3 | . | 2.9 | 12.1 | -9.0 | -18.3 | 0.6 | -4.5
S=C(Nc1ccc(Cl)c(Cl)c1)N1CCN(c2ccccn2)CC1 | -0.8 | 0.4 | 17.6 | -0.8 | 1.1 | 26.0 | -5.5 | 4.8 | 2.3 | -0.3
Fc1ccc(CSc2nnc(-c3ccccn3)o2)cc1 | 4.2 | -1.0 | 1.9 | i | 0.9 | 12.7 | . | 5.4 | -0.8 | -10.7
Cc1cc(C)n2c(SCC(=O)Nc3ccc(F)cc3F)nnc2n1 | 0.1 | . | 2.5 | -1.4 | 4.9 | 5.3 | 3.4 | -3.4 | -1.5 | 0.8
CCOc1ccc(/C=N/NC(=O)C(O)c2ccccc2)c(O)c1 (configuration not stated) | -0.4 | -3.1 | 25.7 | 0.8 | 4.4 | -17.8 | 17.5 | -3.1 | -2.5 | .
Cn1c(N)c(C(=O)COC(=O)/C=C/c2ccc(Cl)cc2)c(=O)n(C)c1=O | . | -0.2 | -6.2 | -2.0 | 1.9 | . | 1.5 | 6.5 | -2.1 | 1.5
CCn1c(SCc2nc3ccccc3c(=O)[nH]2)nnc1C(C)NC(=O)c1ccccc1 (configuration not stated) | 5.2 | 5.8 | -8.1 | -0.8 | -7.5 | 11.6 | 3.4 | 2.8 | 1.5 | -1.8
CC(CSc1nnnn1-c1ccccc1)Cn1c(N2CCN(C)CC2)nc2c1c(=O)[nH]c(=O)n2C (configuration not stated) | 3.4 | . | -0.6 | -0.2 | 0.4 | 16.9 | 1.2 | 16.6 | -0.1 | -1.9
CC(=O)Nc1ccc(OC(=O)c2cccnc2)cc1 | -9.0 | 1.6 | 4.6 | -0.4 | 0.1 | -12.4 | 3.3 | 8.0 | 7.1 | -56.7
O=C(c1ccc(Cn2c(=O)[nH]c3ccccc3c2=O)cc1)N1CCN(c2ccc(Cl)cc2)CC1 | -1.1 | -0.6 | -8.8 | 3.7 | 2.6 | 28.6 | -10.9 | -11.0 | 0.3 | -10.2
COc1ccc(NC(=O)CCCN2C(=O)CN(C)C2=O)c(OC)c1 | . | 0.4 | 7.7 | i | -1.6 | . | -3.3 | 16.1 | 0.2 | 56.9*
Cc1nn(Cc2ccc(C(=O)Nc3ccccc3C(F)(F)F)o2)c(C)c1Br | 2.8 | 0.7 | -8.9 | -5.9 | 3.4 | 4.9 | -0.9 | -4.9 | -1.2 | -8.9
NC(=O)C1=C[C@H](C2CCCCC2)C[C@H](OCc2ccc(CO)cc2)O1 | -1.5 | -1.2 | -2.6 | i | -0.5 | 21.1 | -9.6 | -6.5 | -0.1 | 3.0
COc1ccc(/C=C/c2nnc(NC(C)=O)s2)cc1 | 2.0 | -0.9 | 25.3 | -0.7 | 6.8 | -8.5 | -4.0 | 1.5 | 0.8 | -19.6
CCC(=O)c1ccc(OCC(=O)N(CC)CC2COc3ccccc3O2)cc1 (configuration not stated) | . | 8.6 | 6.7 | -0.4 | 1.8 | . | . | -3.5 | . | 1.0
O=C(NC(=S)NC12CC3CC(CC(C3)C1)C2)c1ccc(F)cc1 | . | -2.2 | -1.8 | -0.1 | 3.3 | . | -0.7 | -1.6 | 0.4 | -5.8
O=C(CN1C(=O)c2ccc([N+](=O)[O-])cc2C1=O)NCCC1=CCCCC1 | . | -2.7 | -0.7 | i | -3.0 | . | 3.4 | 6.2 | -2.7 | -0.7
CC(=O)c1ccc(S(=O)(=O)N2CCC3(CC2)OCCO3)cc1 | 5.3 | -0.9 | 0.8 | 2.2 | -3.6 | 7.1 | 6.5 | 5.9 | 0.4 | -4.1
O=C(Nc1ccc(C(=O)O)cc1)/C(=C\c1ccc(F)cc1)NC(=O)c1ccco1 | -1.6 | -3.1 | 8.6 | -0.3 | -0.5 | 1.8 | 6.3 | -16.6 | 1.5 | -4.5
CCOC(=O)N1CCC(NC(=O)c2oc3c(c2C)-c2[nH]ncc2CC3)CC1 | 3.6 | -0.3 | -4.1 | 1.4 | 6.6 | 5.7 | -12.7 | 5.9 | -0.6 | -6.2
CC(Sc1cccc[n+]1[O-])C(=O)Nc1cc(Cl)c(Cl)cc1Cl (configuration not stated) | . | 3.2 | 11.4 | i | -0.2 | . | 2.9 | 9.6 | 0.2 | -0.5
CN(C)c1ccc(NC(=O)CCCCCn2nnc3ccccc3c2=O)cc1 | -4.4 | -0.2 | -4.3 | i | -0.8 | 17.0 | -4.9 | 8.2 | -0.6 | -1.4
O=C(CCn1c(=S)[nH]c2ccccc2c1=O)NCCSCc1ccccc1 | 3.6 | -0.5 | 0.6 | i | 1.6 | 5.9 | -2.0 | 6.8 | 1.5 | -8.7
CCCCCOc1ccc(C(=O)NCCC(=O)NCCCC(=O)OCC)cc1 | 0.8 | . | 2.4 | -0.8 | -2.5 | 0.9 | 1.7 | 0.7 | 0.7 | -3.9
COc1ccc2c(c1OC)C(=O)N(c1ccc(O)cc1)C2 | 1.5 | 2.1 | 2.2 | -0.2 | -2.3 | -11.2 | 9.1 | -6.0 | -0.8 | -14.5
COCCn1c(SCC(=O)Nc2ccc(Cl)c(S(=O)(=O)N(C)C)c2)nc2ccccc21 | -1.8 | 3.2 | -0.3 | -2.9 | 2.9 | 26.9 | -11.6 | 3.1 | -0.1 | -0.2
CC(C)(C)OC(=O)N[C@@H](COCc1ccccc1)C(=O)N[C@@H](CO)[C@H](O)[C@@H]1C[C@@H]1C(=O)NC1CCCCC1 | -2.2 | -4.5 | 11.7 | -0.7 | 7.6 | 8.9 | 2.7 | 3.7 | 2.0 | -7.0
O=C(O)C(=Cc1cc2c(cc1[N+](=O)[O-])OCO2)c1cc2c(cc1Br)OCO2 | . | . | 15.1 | i | -0.8 | . | . | -4.7 | . | -13.6
CC(=O)Nc1ccc(N2CCN(Cc3ccccc3F)CC2)cc1 | -5.7 | 0.9 | 4.1 | -0.3 | 0.2 | -4.9 | -6.4 | -5.9 | 0.4 | -18.6
Cc1ccc2cc3cc(C(=O)N4CCN(C(=O)c5ccco5)CC4)sc3nc2c1 | -3.7 | 0.0 | 21.2 | i | 0.5 | 2.6 | 3.4 | 6.2 | 0.8 | -1.7
c1ccc(C2CC2)c(OCC2=NCCN2)c1 | . | 0.9 | 14.0 | 0.6 | 2.4 | . | 8.8 | 13.0 | 1.2 | -8.9
CC(C)COC(=O)N1CCCCC1c1cc(C(=O)NCc2ccccc2)no1 (configuration not stated) | . | -1.0 | 8.2 | i | -1.9 | . | . | . | . | .
N#Cc1ccc(C(=O)OCc2cccc(S(=O)(=O)N3CCOCC3)c2)cc1 | . | . | -2.5 | i | -1.2 | . | . | 2.4 | . | -12.9
Cc1ccc(C(=O)C2=C(O)C(=O)N(Cc3cccnc3)C2c2ccc(Br)cc2)o1 (configuration not stated) | -1.8 | 1.4 | 14.1 | -0.4 | 0.3 | 2.5 | -9.2 | -0.4 | -0.4 | -14.1
CC(CN(C(N)=O)c1ccccc1O)C(=O)O (configuration not stated) | 6.4 | -0.9 | 8.7 | i | -4.0 | 43.9 | -0.9 | 11.2 | 0.1 | -13.6
COc1ccc(NC(=O)CN(C)C(=O)Cc2ccsc2)cc1 | -2.0 | 1.8 | 9.3 | 2.8 | 0.3 | -9.1 | -12.9 | -1.8 | -3.7 | -14.8
CCCCc1nnc(NC(=O)C=C(C)C)s1 | -2.8 | -0.3 | 5.5 | 0.4 | 2.0 | 0.0 | -12.4 | 4.0 | 1.0 | 0.8
NC(=O)Cn1cnc2c(nnn2-c2ccc(F)cc2)c1=O | -0.1 | . | 9.6 | i | -1.1 | -8.2 | -6.8 | -3.6 | -1.1 | 0.2
C#CCNC(=O)[C@H](Cc1ccc(C(=O)c2ccccc2)cc1)NC(=O)OC(C)(C)C | . | -0.6 | 15.9 | 11.1 | 5.6 | . | 4.3 | 5.3 | -0.2 | -15.7
Cc1cc(C)nc(SCC(=O)N/N=C/c2cccc([N+](=O)[O-])c2)n1 | 1.1 | 3.0 | -2.2 | i | 0.1 | -12.5 | -10.1 | -2.9 | . | .
Cc1ccc2[nH]c(C(=O)Nc3ccc(F)cc3)cc2c1 | 0.9 | -1.2 | 7.7 | -3.8 | 1.2 | 1.7 | -9.6 | 21.0 | -1.9 | -15.8
CCOC(=O)CCn1nc(-c2ccc(Cl)cc2)cc1N | -5.7 | -0.9 | 5.9 | -1.6 | -0.2 | -19.9 | -6.9 | 8.2 | 1.9 | -3.1
Oc1ccc2[nH]ccc2c1 | -5.2 | 0.1 | -8.5 | i | 3.3 | 8.1 | 12.6 | -0.9 | 2.5 | 0.8
Nc1nc(NCCCN2CCOCC2)nc(Nc2cccc(F)c2)c1[N+](=O)[O-] | -6.7 | . | 51.0* | -0.9 | -3.4 | -2.8 | -0.4 | -6.6 | 0.2 | 6.0
O=C(CC1COc2ccccc2O1)Nc1ccccn1 (configuration not stated) | 4.1 | . | 9.7 | -0.3 | 1.6 | -14.9 | 10.5 | 2.3 | 1.2 | -6.2
COc1ccc(-c2csc(COC(=O)C(C)(C)C)n2)cc1 | 0.0 | . | -10.2 | i | -5.9 | 17.6 | 10.3 | 0.8 | 0.0 | -5.8

Three neighbouring entries from above:
SMILES | 3CLpro inhibitor | BioA inh | GDH-TPI inh | Vc quorum ag | Mtb FBA inh | VHR inh abs | Rv3671c protease | MazEF act | Mtb UGM inh | PriA SSB inh
COc1ccc(NC(=O)CN(C)C(=O)Cc2ccsc2)cc1 | -2.0 | 1.8 | 9.3 | 2.8 | 0.3 | -9.1 | -12.9 | -1.8 | -3.7 | -14.8
CCCCc1nnc(NC(=O)C=C(C)C)s1 | -2.8 | -0.3 | 5.5 | 0.4 | 2.0 | 0.0 | -12.4 | 4.0 | 1.0 | 0.8
NC(=O)Cn1cnc2c(nnn2-c2ccc(F)cc2)c1=O | -0.1 | . | 9.6 | i | -1.1 | -8.2 | -6.8 | -3.6 | -1.1 | 0.2

Continued.
SMILES | 3CLpro inhibitor | BioA inh | GDH-TPI inh | Vc quorum ag | Mtb FBA inh | VHR inh abs | Rv3671c protease | MazEF act | Mtb UGM inh | PriA SSB inh
CCN1CCN(c2ccc(N3CCN(S(=O)(=O)c4cccc([N+](=O)[O-])c4)CC3)nn2)CC1 | . | -1.0 | -0.9 | -0.4 | 0.3 | . | . | 4.4 | . | -14.0
C=CCNC(=O)C(=O)N/N=C/c1cccc(Br)c1 | -1.1 | . | 6.4 | -0.6 | -0.3 | 18.6 | 3.8 | 2.2 | -0.2 | .
NC(=O)c1ccccc1OCC(=O)Nc1ccc(Cl)c(Cl)c1 | -1.0 | . | 1.3 | i | 0.3 | 27.7 | -6.9 | 1.1 | 3.9 | -12.3
CSc1ccccc1NC(=O)Nc1cccc2ccccc12 | 4.2 | -1.5 | 15.1 | -0.8 | 10.5 | 15.0 | . | -5.0 | 0.1 | -2.7
O=C(N/N=C/c1ccccc1)c1sccc1OCc1ccc(F)cc1 | 4.1 | 7.2 | 22.9 | 0.5 | -1.5 | -8.4 | -7.8 | 0.7 | -0.3 | .
CCCNC1CCS(=O)(=O)C1 (configuration not stated) | 3.2 | -1.2 | 1.9 | -0.3 | 0.7 | 24.9 | -2.1 | 2.8 | -3.2 | -7.0
O=c1c2cnn(-c3ccc(F)cc3)c2ncn1Cc1ccccc1 | 0.5 | -1.5 | 7.5 | 0.0 | -2.1 | 8.7 | -3.8 | 4.8 | 1.2 | -10.5
CCOC(=O)CNC(=O)CSc1nc(NCc2ccccc2)nc(N(C)C)n1 | -4.3 | 1.5 | -2.9 | i | -2.9 | 4.8 | 2.9 | 10.6 | -2.0 | -4.7
